Tn7 DDE FP = DD(E)-Tn7 binding inhibition, primary FP screen; P02675; FP displacement of FITC-Tn7 peptide from fibrin DD(E); 0% = median of compound wells per plate; inhibition, % at 8.3 µM; actives 0.13% (n = 370,000);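 active = inhibition above the mean of compounds falling within the control limits plus 3 SD of them, cut at about 14% in these data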;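 also: 0% = plate median of compound wells and 100% = 10 µM Aha-Tn7 peptide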
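Assay system: human fibrin DD(E) protein / Input: 2 µM fibrin DD(E) / Benchmarks: high control of 10 µM Aha-Tn7 peptide / Measured by: fluorescence polarization of the labelled Tn7 tracer / Medium: Tris buffer with calcium and detergent, pH 7.8 / Timing: 10 min compound pre-incubation, 3 h probe incubation at room temperature / Repeats: one replicate per compound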
MBD2 inh = blocks human MBD2 binding to methylated DNA | actives 0.31% (n = 370,000) | TR-FRET, MBD2 binding to methylated oligonucleotide | AID 686964 | inhibition, % at 4.4 µM; in the data active = inhibition above about 13%
LEDGF integ inh = blocks HIV-1 LEDGF/p75-dependent DNA integration. TR-FRET IN-LEDGF/p75 DNA integration, Eu/Cy5. inhibition, % at 3.7 µM. actives 0.64% (n = 370,000);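 active = inhibition above the screen-wide mean plus 3 SD, cut at about 13% in these data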;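 also: signal is the Cy5 over europium emission ratio at 671 and 618 nm; 0% = plate median of compound wells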
KLK7 zymogen act = proKLK7 (human) activation, primary screen. P49862. purified proKLK7, EDANS-DABCYL substrate fluorescence; 100% is mature enzyme control, 0% vehicle. activation, % at 7 µM. actives 0.9% (n = 370,000). AID 652039;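 active = activation above the mean of all tested compounds plus 3 SD, computed per campaign excluding outliers beyond control limits, cut at about 13% in these data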
Target sequence (P49862 whole entry, looked up): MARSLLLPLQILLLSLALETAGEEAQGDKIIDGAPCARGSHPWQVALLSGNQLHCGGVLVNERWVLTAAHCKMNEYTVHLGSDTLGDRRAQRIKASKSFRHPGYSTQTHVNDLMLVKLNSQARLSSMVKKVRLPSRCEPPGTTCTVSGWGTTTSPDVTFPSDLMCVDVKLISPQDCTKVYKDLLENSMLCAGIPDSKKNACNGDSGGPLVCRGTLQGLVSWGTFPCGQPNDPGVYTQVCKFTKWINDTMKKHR
SIAE inh = human SIAE inhibition, primary screen. Q9HAT2. SIAE FP-Rh probe binding, fluorescence polarization. inhibition, % at 9.66 µM. actives 0.69% (n = 370,000);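 active = inhibition above a cutoff: mean of compounds within the control limits plus 3 SD of those, cut at about 17% in these data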;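 also: 0% = plate median of compound wells and 100% = probe without SIAE protein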
Target sequence (Q9HAT2 whole entry, looked up): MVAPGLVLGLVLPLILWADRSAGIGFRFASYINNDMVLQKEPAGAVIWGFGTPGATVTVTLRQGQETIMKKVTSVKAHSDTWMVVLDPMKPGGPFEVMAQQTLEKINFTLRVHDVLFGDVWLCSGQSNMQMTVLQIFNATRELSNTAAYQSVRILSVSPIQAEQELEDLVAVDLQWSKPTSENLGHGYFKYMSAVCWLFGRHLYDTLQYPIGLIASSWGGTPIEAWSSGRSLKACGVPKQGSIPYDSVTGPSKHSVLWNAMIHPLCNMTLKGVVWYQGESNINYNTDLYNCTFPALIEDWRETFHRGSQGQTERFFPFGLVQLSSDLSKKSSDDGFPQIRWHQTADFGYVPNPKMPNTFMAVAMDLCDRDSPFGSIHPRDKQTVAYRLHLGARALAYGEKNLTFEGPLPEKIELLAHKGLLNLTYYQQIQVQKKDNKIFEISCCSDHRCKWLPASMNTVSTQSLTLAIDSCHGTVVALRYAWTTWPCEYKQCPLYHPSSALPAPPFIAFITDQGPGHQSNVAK
TCR CD3 inh = human TCR-CD3 binding inhibition | TAMRA-labeled TCR probe fluorescence, biochemical | inhibition, % at 9.4 µM | actives 0.37% (n = 360,000) | AID 651800; in the data active = inhibition above about 19%;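 also: recombinant mutant TCR 2C K166C tagged with TAMRA read by polarization; 0% = receptor in buffer alone and 100% = receptor with positive control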
UHRF1 binding = blocks human UHRF1 binding to methylated DNA; Q96T88; AID 687016; inhibition, % at 4.4 µM; actives 0.75% (n = 370,000); UHRF1 binding to methylated oligo, TR-FRET; in the data active = inhibition above about 21%;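 also: UHRF1 SRA domain binding a hemimethylated CpG hairpin DNA probe; 0% = median of test compound wells and 100% = reference inhibitor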
PRMT1 inh = blocks human protein arginine methyltransferase 1; Q99873; recombinant PRMT1, activity-based probe fluorescence polarization; inhibition, % at 2.79 µM; actives 1.3% (n = 370,000); AID 652257;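 active = inhibition above about 21% made by adding two undisclosed values, limit read from the data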
TDP2 absorb = blocks human TDP2 phosphodiesterase activity. inhibition, % at 12.8 µM. actives 0.34% (n = 370,000). recombinant TDP2, T5PNP hydrolysis, p-nitrophenol absorbance 415 nm. AID 720702;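 active = inhibition above the mean of all tested compounds plus 3 SD, set per campaign, cut at about 25% in these data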;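 also: 0% = DMSO with enzyme and 100% = buffer with substrate but no TDP2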
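Incubation: 2 h at 37 °C; Test system: recombinant human TDP2; Quantity: enzyme 120 nM; Read-out basis: percent inhibition; Medium: 50 mM Tris-HCl pH 7.5 with Mg2+, KCl, DTT, BSA; Repeats: single replicate; Compound: 12.8 µM single point, 1% DMSO; Signal: epi absorbance; Reagent: 5 mM T5PNP chromogenic substrate; Benchmarks: no-enzyme high, DMSO-plus-enzyme low.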
Tn6 DDE FP = inhibitors of Tn6 peptide binding to human fibrin DD(E); Fibrin DD(E) TRITC-Tn6 fluorescence polarization displacement; inhibition, % at 8.3 µM; actives 0.21% (n = 370,000);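 active = inhibition above a per-campaign cutoff: mean of compounds within control limits plus 3 SD, cut at about 15% in these data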;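 also: 0% = median of all compound wells on the plate and 100% = blocking peptide control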
* = called active by the depositor; & = joins results of further samples. Compounds as they come; any-hit rate near 4.6%.

TCR CD3 inh,LEDGF integ inh,PRMT1 inh,Tn7 DDE FP,TDP2 absorb,MBD2 inh,KLK7 zymogen act,SIAE inh,UHRF1 binding,Tn6 DDE FP,compound
4.9,0.0,-1.3,1.1,5.4,0.6,0.7,0.1,-0.5,1.6,Cc1cnc(C(=O)Nc2nnc(C(C)C)s2)cn1
-7.4,-3.9,0.4,-1.6,-2.7,2.1,-0.2,-2.5,4.3,0.1,CC(C)(C)c1ccc(C(=O)Nc2ccc(N3CCOCC3)cc2)cc1
3.5,2.1,0.0,10.2,1.1,1.2,-0.5,3.3,-1.9,2.2,O=C(NN1CCN(Cc2ccccc2Cl)CC1)c1ccc(Br)cc1
28.0*,-7.6,27.4*,6.6,3.5,2.3,0.3,12.8,39.9*,11.5,O=C(O)CCNc1ccc(NCCC(=O)O)c2c1C(=O)c1ccccc1C2=O
4.0,1.6,-1.8,4.7,11.4,-9.6,-0.1,10.0,2.6,3.6,COc1cc(/C=N/N2CCCCC2)cc([N+](=O)[O-])c1O
3.4,-0.3,-2.3,-0.1,-6.1,2.6,1.1,7.8,-4.3,3.0,COc1ccc(CNC(=O)C2CCCN(S(=O)(=O)c3cc(C)ccc3OC)C2)cc1 (configuration not stated)
2.7,0.0,2.5,-1.1,-17.6,4.6,-0.2,-0.8,0.4,-6.6,CC(C)c1ccc(C(C)NCCS(=O)(=O)c2ccc(Br)cc2)cc1 (configuration not stated)
-1.8,-3.0,4.4,6.9,-12.0,-1.9,0.7,0.0,1.8,-3.8,C=CCn1c(-c2ccccc2)nc(=S)c2c1CC(C)(C)OC2
0.2,1.8,11.7,1.3,13.0,-3.5,-34.6,0.5,-8.6,-5.2,Cc1cc2c(cc1C)NC(c1c(C)n(C)n(-c3ccccc3)c1=O)C1=C(CC(C)(C)CC1=O)N2 (configuration not stated)
-3.8,-2.1,3.5,-0.7,0.6,0.5,0.1,3.0,4.1,1.3,CC(C)NC(=O)NC(=O)COC(=O)c1ccc([N+](=O)[O-])cc1Cl
-0.5,2.8,4.0,-5.6,-6.5,2.3,-0.7,0.1,23.9*,5.8,COC(=O)CSc1nc(SC)nc2c1sc1nc(-c3ccco3)c3c(c12)CC(C)(C)OC3
5.3,2.7,-0.2,-3.1,-7.8,-3.3,0.4,-0.8,-0.8,2.3,CCCCSc1nsc(NC(C)=O)n1
-9.5,0.7,-4.7,7.4,1.6,-6.7,0.6,9.5,-0.3,0.4,CCc1ccc(-c2ccc(C(=O)C(F)(F)F)[nH]2)cc1
1.4,0.2,8.9,0.4,6.8,1.5,0.2,7.3,-0.7,-4.5,CN(C)c1ccc(NC(=S)c2ccc3ccccc3n2)cc1
7.0,5.2,0.1,-7.3,-8.7,-5.9,-0.6,1.7,-0.2,-4.2,Cc1occc1-c1nnc(SCC(=O)NCCc2ccccc2)o1
14.8,0.1,12.9,-3.2,-7.5,4.1,-0.3,-88.2,3.7,-7.5,Cc1ccc(NS(=O)(=O)c2ccc(C)c(NC(=O)COc3ccc4ccccc4c3)c2)c(C)c1
-6.2,-3.6,0.8,3.2,-6.3,0.2,-0.1,-5.3,2.7,8.0,COCCn1c(=S)[nH]c2cc(C(=O)N3CCC(C(N)=O)(N4CCCCC4)CC3)ccc2c1=O
-1.1,5.1,2.2,0.6,-7.1,2.1,-0.4,-3.7,-4.0,-4.2,COc1ccc(CNC(=O)CN(Cc2ccco2)C(=O)CNS(=O)(=O)c2ccccc2)cc1
6.0,-1.5,2.9,3.7,4.5,-2.5,-0.1,-3.2,1.4,-7.9,Cc1cc(C(=O)Nc2ccccc2C)n(-c2ccccc2)n1
3.5,3.6,-2.4,7.2,-5.4,-2.5,0.3,10.5,-2.2,2.2,Cc1csc(NC(=O)CSc2nnc(-c3cccs3)n2C)n1
4.0,-1.1,0.8,3.2,-16.4,-1.4,0.0,-5.0,-2.1,-3.2,O=C(CSc1ncn(-c2ccccc2)n1)Nc1ccc2c(c1)OCCO2
1.3,3.5,1.2,2.4,-0.8,0.8,0.1,4.4,-1.1,-6.7,NS(=O)(=O)c1ccc(N2CCOCC2)c(C(=O)NCc2ccc3c(c2)OCO3)c1
0.5,-4.0,3.2,-1.3,1.1,6.0,0.3,-2.5,3.9,-0.7,CCOC(=O)N1CCN=C1SCc1ccc(C(F)(F)F)cc1
1.9,2.8,11.4,2.8,-0.8,8.4,-0.6,0.9,7.6,-11.1,CCOc1cc(/C=C2\CCn3c2nc2cc(Cl)ccc2c3=O)ccc1O
-10.2,-4.6,3.8,8.1,-4.9,1.8,0.4,-3.6,3.0,0.2,COCCN(C(=O)c1ccc(OC2CCN(S(=O)(=O)N(C)C)CC2)cc1)C(C)C
2.3,1.9,6.5,-1.8,1.9,-8.5,0.2,1.2,-0.2,2.7,N#CC1=C(N)N(c2ccccc2C#N)C2=C(C(=O)CCC2)C1c1ccsc1 (configuration not stated)
6.9,2.8,-3.1,-2.8,6.7,1.5,0.6,-7.4,-3.9,-5.3,Cc1cc(C)cc(N(CCC#N)C(=O)COC(=O)CNC(=O)c2sc3ccccc3c2Cl)c1
6.7,2.2,-2.0,-2.1,-2.3,-0.5,-0.4,6.1,2.1,-1.2,COc1ccccc1NC(=O)N1c2ccc(F)cc2CCC1C (configuration not stated)
6.9,-1.9,1.1,-4.6,-8.5,-4.4,-0.3,-0.5,-0.7,0.2,COC(=O)c1cccc(NC(=O)CCNC(=O)c2ccco2)c1
-6.4,-1.9,48.0*,1.1,-0.1,3.2,0.3,-30.9,2.6,5.8,CC(C)C(=O)N(c1ccc2oc(=O)sc2c1)S(=O)(=O)c1ccccc1

Single entries from above:
In UHRF1 binding, COC(=O)CSc1nc(SC)nc2c1sc1nc(-c3ccco3)c3c(c12)CC(C)(C)OC3 is listed with 23.9*
In Tn6 DDE FP, Cc1cc(C(=O)Nc2ccccc2C)n(-c2ccccc2)n1 is listed with -7.9
In TCR CD3 inh, C=CCn1c(-c2ccccc2)nc(=S)c2c1CC(C)(C)OC2 is listed with -1.8
In UHRF1 binding, CCOc1cc(/C=C2\CCn3c2nc2cc(Cl)ccc2c3=O)ccc1O is listed with 7.6
In MBD2 inh, COc1ccc(CNC(=O)CN(Cc2ccco2)C(=O)CNS(=O)(=O)c2ccccc2)cc1 is listed with 2.1
In MBD2 inh, O=C(NN1CCN(Cc2ccccc2Cl)CC1)c1ccc(Br)cc1 is listed with 1.2

Fetched by structure from above, 2 records:
TCR CD3 inh,LEDGF integ inh,PRMT1 inh,Tn7 DDE FP,TDP2 absorb,MBD2 inh,KLK7 zymogen act,SIAE inh,UHRF1 binding,Tn6 DDE FP,compound
6.9,2.8,-3.1,-2.8,6.7,1.5,0.6,-7.4,-3.9,-5.3,Cc1cc(C)cc(N(CCC#N)C(=O)COC(=O)CNC(=O)c2sc3ccccc3c2Cl)c1
-3.8,-2.1,3.5,-0.7,0.6,0.5,0.1,3.0,4.1,1.3,CC(C)NC(=O)NC(=O)COC(=O)c1ccc([N+](=O)[O-])cc1Cl

Going on with the list.
TCR CD3 inh,LEDGF integ inh,PRMT1 inh,Tn7 DDE FP,TDP2 absorb,MBD2 inh,KLK7 zymogen act,SIAE inh,UHRF1 binding,Tn6 DDE FP,compound
0.2,-0.8,1.9,2.1,1.3,0.5,-2.5,-4.6,-8.3,-3.4,Cc1ccc(NC(=O)C(=O)NCc2ccc(/C=N/NC(=O)c3c(C)nc4ccccn34)o2)cc1
-5.2,3.6,-0.2,-8.5,-6.3,0.6,-0.3,62.9*,2.3,-4.1,O=C(NC(=S)Nc1cccc(NC(=O)c2ccccc2)c1)c1cccc([N+](=O)[O-])c1
6.2,0.8,-2.9,-1.9,-1.0,-2.3,0.0,1.6,1.1,-6.3,Cc1nnc2c(NC3CCCC3)nc3ccccc3n12
5.6,3.9,0.7,-1.4,-5.6,-3.4,0.4,1.0,-2.7,2.1,CC(=O)c1ccc(N2CCN(CC(O)COC(c3ccccc3)c3ccccc3C)CC2)cc1 (configuration not stated)
4.6,-2.7,-3.7,6.0,2.8,4.9,-0.3,0.5,-0.8,0.9,CCNC(=S)NNC(=O)c1nn(C)c(C)c1Cl
0.6,-0.5,-2.6,-2.0,2.1,-1.0,0.6,2.0,-1.5,-13.4,Cn1c(SCc2ccc(Br)cc2)nnc1-c1ccccn1
5.3,-0.3,0.7,3.0,0.0,0.5,-0.6,-3.7,-1.4,-0.4,COc1ccc(CCNC(=O)c2[nH]c(C)c(C(C)=O)c2C)cc1OC
11.7,-6.8,-2.0,3.8,-3.3,-6.3,-0.6,1.0,-4.8,10.0,CC(C)(Oc1ccc(Cl)cc1)C(=O)Nc1ccc2oc(-c3ccncc3)nc2c1
5.6,0.5,2.1,8.0,-6.4,5.8,-0.4,-3.8,1.1,7.0,CC1Cc2ccccc2N1C(=O)COC(=O)C1=COCCO1 (configuration not stated)
4.5,0.3,0.6,2.3,5.4,-0.4,0.0,2.5,-2.5,-1.8,CC/C(Cc1ccccc1)=N\NC(=O)c1cc(C)oc1C
0.7,-2.6,-0.1,7.7,4.6,4.8,-0.3,3.6,3.9,-7.4,COCCN(C(=O)CC1CCCCC1)c1c(N)n(CC(C)C)c(=O)[nH]c1=O
-3.5&2.4,0.2&0.9,1.2&1.4,-2.3&8.9,1.9&0.0,1.9&2.0,0.5&0.6,1.3&0.9,2.3&0.7,-2.5&2.2,Cc1nc2nc(C)c(CCC(=O)NCCCN3CCN(c4cccc(Cl)c4)CC3)c(C)n2n1
-3.7,-0.2,-0.2,0.1,-9.3,0.4,1.3,1.1,-2.1,-2.6,CCc1c(C)nc(N2CCN(c3ccccc3)CC2)[nH]c1=O

Source: PubChem (The Scripps Research Institute Molecular Screening Center)
